# Screening data as filed in PubChem BioAssay.
# NCI-60 one-dose screen, 48 h, at 10 µM unless noted. Numbers give growth in % (100 = growth as untreated, 0 = no growth, -100 = all killed).
# BT-549: BT-549 breast cancer | 78,000 tested, 4.4% active | AID 1794793
# K-562: K-562 leukemia. 78,000 tested, 7.4% active. AID 1794777
# MCF7: MCF7 breast cancer | 82,000 tested, 6.3% active | AID 1794796
# SR: SR leukemia cells; 73,000 tested, 8.7% active; AID 1794780
# MDA-MB-231: MDA-MB-231 breast cancer | 81,000 tested, 5% active | AID 1794789
# T-47D: T-47D breast cancer; 79,000 tested, 5% active; AID 1794792
# MDA-MB-468: MDA-MB-468 breast cancer. 78,000 tested, 8.5% active. AID 2202374
# MOLT-4: MOLT-4 leukemia cells | 80,000 tested, 6.9% active | AID 1794779
# Active calls of the source: *; / = not tested or not shown; & = joins results of further samples. Rule for the calls: active = growth percent below 10; inactive = the rest. Rows were taken by chance; 13% or so of the library scored in one or more.
smiles	SR	MOLT-4	BT-549	MCF7	MDA-MB-468	T-47D	MDA-MB-231	K-562
CC(C)OCCCNc1nc2c(cnn2C)c(=O)[nH]1	101.7	100.6	105.3	95.9	103.6	101.6	101.7	104.1
N#CCC(=O)NCc1ccncc1	91.5	102.9	102.2	122.5	93.5	112.1	106.4	94.4
CC(=O)Nc1ccc(F)c(F)c1	102.1	106.6	105.8	93.2	84.7	106.9	100.8	115.3
COc1ccc(-c2cc(NC(=O)Nc3ccc4ncsc4c3)no2)cc1	/	96.1	106.2	84.6	99.2	86.6	103.4	101.1
CCCCc1ccc(NC(=O)/C=C\C(=O)O)cc1	95.1	93.4	95.8	101.9	104.0	109.0	97.2	98.5
OCCCCC(c1ccc(O)cc1)c1ccc(O)cc1	86.8	71.7	98.7	109.7	111.0	96.0	99.4	83.1
CC(=O)CCC(=O)OCc1ccccc1	99.6	96.4	125.7	149.0	128.7	88.4	114.9	101.4
Cc1cc([N+](=O)[O-])cc(C)c1OC(=O)Nc1c(Cl)cccc1Cl	101.8	109.3	103.1	104.8	93.9	93.4	106.6	101.4
N#CCNC(=O)C(c1ccccc1)c1ccccc1	115.7	118.4	/	103.6	116.0	119.3	110.5	108.0
CCN(CC)C(N)=S	/	82.1	115.2	99.3	107.4	/	/	114.3
O=c1[nH]c(=O)n2ncnc2[nH]1	105.8	96.5	131.3	102.4	105.3	101.5	129.3	112.9
CC(=O)OC1OC(COC(c2ccccc2)(c2ccccc2)c2ccccc2)C(OC(C)=O)C(OC(C)=O)C1OC(C)=O (stereo not drawn)	77.4	71.3	92.0	67.9	79.1	78.4	82.2	48.4
COc1cc2c(Nc3ccc(F)c(Cl)c3)ncnc2c(OC)c1OC	90.5	91.7	131.3	91.3	103.4	105.2	90.3	84.4
CC1=NN(C(=O)c2nn(-c3ccc(Cl)cc3)cc2O)C(=O)C1	-39.3*	24.8	/	52.4	54.6	48.5	63.2	15.3
COC(=O)c1cc(-c2cc(OC)c(OC)c(OC)c2)[nH]c1N/N=C/c1c(Cl)cccc1Cl	-17.6*	33.2	128.3	7.1*	-9.1*	9.5*	23.6	6.7*
CC(=O)Nc1ccc(S(N)(=O)=O)cc1	104.9&117.5	98.8&102.9	103.9	93.3&91.8	97.2&100.3	100.1&87.7	119.4&102.1	110.0&102.0
CCOC(=O)C(=O)O	89.2	95.3	103.0	97.0	106.0	102.6	125.8	94.4
CCOP(=O)(CCCOc1cc2c(cc1OC)C(=O)N1CCC[C@H]1C=N2)OCC	86.3	124.5	199.9	93.7	/	119.2	102.4	75.2
NC(=S)N1N=C(c2ccc3c(c2)OCO3)CC1c1ccc(F)cc1 (stereo not drawn)	13.1	77.6	65.9	25.5	68.3	91.3	93.4	30.5
O=c1nc2c(-c3nc(-c4ccccc4)cs3)n[nH]n2c2sc3c(c12)CCCC3	99.7	98.7	103.4	90.1	107.4	89.4	102.6	102.5
O=S(=O)(c1ccccc1)n1cc2c(c1)-c1nc(Nc3ccccn3)sc1CC2	17.7	50.4	68.5	64.7	43.5	37.8	76.0	46.3
COc1cccc(CC(C)=C(c2ccc(OCCN(C)C)cc2)c2ccc(OCCN(C)C)cc2)c1	-17.0*	-25.5*	72.2	-55.7*	-61.5*	-72.7*	-75.4*	-61.4*
CN(C)c1ccc(/C=N/N=C(\C#N)[S][Sn]([Cl])([c]2ccccc2)[c]2ccccc2)cc1	5.6*	6.2*	57.5	-81.9*	-76.8*	-65.8*	-12.7*	3.1*
O=CCCN(CCC=O)c1ncnc2ccc(Cl)cc12	94.0	91.0	95.2	110.2	105.2	99.8	114.5	100.3
CCOC(=O)C1C(=O)N(c2ccccc2CC)C(=O)C(C#N)=C1c1ccc(OC)c(OC)c1 (stereo not drawn)	112.7	114.2	97.5	111.1	117.1	93.6	108.5	107.1
CC(=O)OC1CCC2(C)C(CCC3C2CC(OC(C)=O)C2(C)C(/C(C)=C/C=C(c4ccccc4)c4ccccc4)CCC32)C1 (stereo not drawn)	90.5	90.4	102.6	87.4	99.3	91.9	104.2	96.6
C#CCCCN(Cc1ccc(S(C)(=O)=O)cc1)Cc1ccccc1OC	95.3	92.3	100.6	91.6	92.3	80.6	100.5	83.1
C[N+](C)([O-])c1ccc(/C=C/c2c(F)cccc2F)cc1	89.0	89.5	76.6	71.2	119.5	53.4	65.3	97.8
O=C(Cn1nncc1CN1C(=O)CSC1=O)Nc1cccc(Br)c1	109.9	103.9	100.3	95.5	97.5	95.7	108.0	100.2
C=CCOC(=O)C1=C(C)NC2=C(C(=O)CC(C)(C)C2)C1c1ccc(C)cc1 (stereo not drawn)	94.4	90.1	93.8	96.2	98.8	91.4	95.9	88.2
CSc1nc(NCC(C)C)c(C#N)c(-c2cccc(N)c2)n1	/	95.1	95.5	93.6	109.3	92.6	86.6	100.1
c1ccc(CSc2nnc(NC3CCCCC3)s2)cc1	84.4	89.4	100.5	94.0	104.3	91.0	99.1	90.2
CC[N+]1(CC(=O)c2ccc(Cl)cc2)CCCCC1	101.2	101.9	101.8	98.0	100.6	92.3	97.5	92.8
CC(=O)n1cc(C=C2C(=O)CC(C)(C)CC2=O)c2ccccc21	91.7	95.5	104.0	94.5	109.5	96.0	103.1	111.4
CCOC(=O)NCc1ccccc1	94.6	97.7	104.2	95.9	116.1	92.7	113.1	93.2
CN1CCN(c2ccc(C(=O)Nc3cccc(-c4cn(-c5ccc(S(N)(=O)=O)cc5)nn4)c3)cc2C(F)(F)F)CC1	-1.2*	13.2	73.5	70.8	68.9	74.8	63.6	9.3*
CCOC(=O)CC(C(=O)OCC)N1CCCCC1 (stereo not drawn)	/	115.6	76.5	99.6	92.0	97.0	106.9	/
CC1(C)OC(=O)C(=Cc2cccc(C#N)c2)C(=O)O1	93.1	11.6	113.9	87.5	77.0	83.1	104.1	99.7
O=C1CCCC(=O)N1CCCCCCN1C(=O)CCCC1=O	85.1	90.7	97.0	104.2	105.9	100.8	118.8	102.9
CC(C)N1CCN(Cc2ccc3c(NNC(=O)c4ccccc4)nc4cc(F)ccc4n23)CC1	8.1*	11.7	45.6	9.7*	-14.3*	20.3	43.1	15.7
COc1ccc(NC(=O)Cn2c(/C=C/c3ccc(N(C)C)cc3)nc3ccccc3c2=O)cc1	72.5	85.3	-10.0*	21.5	-25.4*	44.2	18.8	58.8
Nc1nc(-c2ccc([N+](=O)[O-])cc2)cc(=O)[nH]1	86.6	95.3	/	99.5	105.3	104.4	107.6	101.6
CC1=C(C(=O)c2ccccc2)C(c2ccc3ccccc3c2)n2c(nc3ccccc32)N1 (stereo not drawn)	88.4	93.1	99.2	70.8	76.8	98.8	/	85.0
Cc1nc(-c2ccccc2O)ccc1C(=O)N=Nc1c(O)[nH]c2ccc(F)cc12	106.6	109.3	114.5	94.7	86.0	94.7	100.4	118.6
CCC(=O)Oc1cccc(C(OC(=O)CC)OC(=O)CC)c1	90.1	96.5	96.0	93.7	109.0	104.8	117.9	83.8
O=C1c2c(c3c4ccc(Br)cc4oc3c3[nH]c4ccccc4c23)C(=O)N1O	8.5*	11.2	27.6	22.4	45.3	11.8	80.1	30.4
C[N+]1(CCC[N+]2(C)CCCCCCC2)CCCCCCC1	99.6	115.0	109.5	113.8	108.9	102.4	108.2	110.6
Cc1ccc(-c2nc(C#N)c(NCC(c3ccc(Cl)cc3)N3CCCCC3)o2)cc1 (stereo not drawn)	81.5	77.2	105.5	86.2	110.0	91.9	100.9	76.5
NS(=O)(=O)c1ccc(NC(=O)c2ccc(Cc3n[nH]c(=O)c4cccnc34)cc2)cc1	123.6	109.1	94.8	104.6	92.7	96.7	82.5	112.9
COc1ccc(C(=O)Oc2c(Cl)cc(Cl)cc2Cl)cc1	94.0	94.5	96.7	93.2	95.1	93.7	102.7	98.0

# Continuation:
smiles	SR	MOLT-4	BT-549	MCF7	MDA-MB-468	T-47D	MDA-MB-231	K-562
NC(=S)N/N=C/c1ncccc1O	12.1	4.9*	35.4	6.9*	/	25.2	34.8	24.0
CSc1ncc(C)c(Nc2ccc(Br)cc2)n1	86.5	86.6	107.4	92.0	97.1	79.7	90.1	84.9
Nc1ncc(-c2cnn(C3CCNCC3)c2)cc1-c1nc2ccccc2o1	-74.7*	-35.7*	/	11.6	-29.1*	-4.4*	27.1	-60.0*
Clc1ccc(Sc2ccccc2)cc1	110.4	122.1	95.5	106.3	105.9	108.2	98.3	114.0
CC(=O)OCC(=O)[C@H]1CCC2C3CCC4=CC(=O)CC[C@]4(C)C3CC[C@@]21C (stereo partly drawn)	/	/	69.9	109.1	103.5	96.1	94.5	102.1
CN(C(=O)Nc1cccc2c(NC(=O)N(C)C3CCCCC3)cccc12)C1CCCCC1	98.7	/	115.4	88.8	92.0	99.3	86.5	101.9
Cc1cccc2sc(NC(=O)CN3CCN(CCN4C(=O)c5cccc6cccc(c56)C4=O)CC3)nc12	58.5	65.2	98.0	94.8	103.7	99.8	89.0	/
O=C(N=Nc1c(O)[nH]c2ccccc12)c1cnc2n(c1=O)CCCCC2	88.7	100.1	96.5	96.2	91.8	98.1	93.0	97.1
COc1ccc(SSc2ccc(OC)cc2C(=O)O)c(C(=O)O)c1	/	113.2&100.0	104.3&103.8	98.7&103.5	123.9&103.0	109.5	104.8	98.7&97.5
Cc1cccc[n+]1[O-]	93.0	95.2	112.7	100.9	99.9	120.6	107.9	107.6
Oc1ccccc1/C=N/C(/N=C/c1ccccc1O)c1ccccc1O	93.7	92.9	93.9	97.6	114.7	104.0	101.4	91.1
COc1ccccc1N(C(C)=O)C1=C(Cl)C(=O)c2ccccc2C1=O	-13.9*	10.9	-4.5*	11.8	-92.8*	-33.1*	10.5	-13.2*
O=S(=O)(O)c1ccc(N=Nc2ccc(N=Nc3ccc(O)c4cccc(S(=O)(=O)O)c34)cc2)cc1	96.7	104.8	117.8	89.9	107.4	100.2	107.0	109.3
CC(c1ccccc1)c1ccc(O)cc1 (stereo not drawn)	93.4	83.7	107.4	113.0	98.3	92.2	99.1	100.4
Cc1csc(/N=C(N)/N=C(\N)c2ccccc2F)n1	93.9	105.4	118.8	77.0	110.6	85.4	95.7	103.6
O=Cc1cccn(-c2ccccc2C(=O)O)c1=S	96.6	91.5	84.6	95.5	99.7	105.8	96.4	98.8
COC(=O)Oc1ccccc1C(=O)O	91.1	94.5	121.9	100.0	110.7	107.6	122.9	99.9
CC1=NN(C(=O)c2ccc(NC(=O)c3ccccn3)cc2)C(=O)C1	113.0	100.0	102.0	96.3	112.9	96.0	111.7	93.5
COc1cc(OC)c(C2SCC(=O)N2Nc2ncnc3ccccc23)cc1OC (stereo not drawn)	104.3	105.1	105.0	91.8	110.5	106.4	98.8	105.1
N=C(N)c1ccc(-c2ccc(-c3ccccc3)o2)o1	-15.0*	15.6	64.6	20.6	14.3	32.8	29.8	9.7*
c1ccc(N2CC3COc4ccccc4C3=N2)cc1 (stereo not drawn)	75.6	80.1	88.9	81.3	84.8	62.2	84.4	98.2
C[C@H]1[C@H](C)CC[C@]2(C(=O)O)CC[C@]3(C)C(=CC[C@@H]4[C@@]5(C)Cc6c([nH]c7ccccc67)C(C)(C)[C@@H]5CC[C@]43C)[C@H]12	73.8	64.7	99.3	60.3	98.4	61.2	100.3	54.6
COc1ccc(C(=O)c2ccccc2C(=O)O)cc1Br	96.5	102.1	109.9	108.1	108.8	110.4	110.6	96.3
CC[C@]12C=CCN3CC[C@@]4(c5cc(NC(=O)CCC(=O)N[C@@H](Cc6c[nH]c7ccccc67)C(=O)OC)c(OC)cc5N(C)[C@H]4[C@@](O)(C(=O)OC)[C@@H]1OC(C)=O)[C@@H]32	88.8	94.4	111.8	96.9	90.4	94.6	94.1	97.2
CCc1c(C(=O)Nc2cc(S(=O)(=O)N(CC)CC)ccc2O)[nH]c(C)c1C(N)=O	102.1	101.1	119.3	91.8	103.2	89.1	94.9	96.3

# 5 of these compounds, reformatted.
# Results follow in this order: SR	MOLT-4	BT-549	MCF7	MDA-MB-468	T-47D	MDA-MB-231	K-562
CC(c1ccccc1)c1ccc(O)cc1 (stereo not drawn)
  93.4	83.7	107.4	113.0	98.3	92.2	99.1	100.4
O=S(=O)(O)c1ccc(N=Nc2ccc(N=Nc3ccc(O)c4cccc(S(=O)(=O)O)c34)cc2)cc1
  96.7	104.8	117.8	89.9	107.4	100.2	107.0	109.3
COC(=O)Oc1ccccc1C(=O)O
  91.1	94.5	121.9	100.0	110.7	107.6	122.9	99.9
COc1ccc(SSc2ccc(OC)cc2C(=O)O)c(C(=O)O)c1
  /	113.2&100.0	104.3&103.8	98.7&103.5	123.9&103.0	109.5	104.8	98.7&97.5
CC[C@]12C=CCN3CC[C@@]4(c5cc(NC(=O)CCC(=O)N[C@@H](Cc6c[nH]c7ccccc67)C(=O)OC)c(OC)cc5N(C)[C@H]4[C@@](O)(C(=O)OC)[C@@H]1OC(C)=O)[C@@H]32
  88.8	94.4	111.8	96.9	90.4	94.6	94.1	97.2

# Two of the compounds above, with two lines to a compound:
# Under each structure – SR | MOLT-4 | BT-549 | MCF7 | MDA-MB-468 | T-47D | MDA-MB-231 | K-562
Oc1ccccc1/C=N/C(/N=C/c1ccccc1O)c1ccccc1O
    93.7 | 92.9 | 93.9 | 97.6 | 114.7 | 104.0 | 101.4 | 91.1
COc1ccccc1N(C(C)=O)C1=C(Cl)C(=O)c2ccccc2C1=O
    -13.9* | 10.9 | -4.5* | 11.8 | -92.8* | -33.1* | 10.5 | -13.2*
